# High-throughput results as filed in PubChem BioAssay.
# NR2E3 ag-1 = NR2E3 (human) agonism. Q9Y5X4. GST-NR2E3/biotin-RetCOR TR-FRET, 1536-well. inhibition of corepressor binding, % at 4.78 µM. 320,000 compounds, 0.12% hits. AID 2300;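 active means percent inhibition above the cutoff of mean plus 3 SD of all tested compounds, set per screening campaign, cut at about 20% in these data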;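 further: 0% = DMSO wells and 100% = biotin wells as full block of FRET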
# Target sequence (Q9Y5X4 whole entry, looked up): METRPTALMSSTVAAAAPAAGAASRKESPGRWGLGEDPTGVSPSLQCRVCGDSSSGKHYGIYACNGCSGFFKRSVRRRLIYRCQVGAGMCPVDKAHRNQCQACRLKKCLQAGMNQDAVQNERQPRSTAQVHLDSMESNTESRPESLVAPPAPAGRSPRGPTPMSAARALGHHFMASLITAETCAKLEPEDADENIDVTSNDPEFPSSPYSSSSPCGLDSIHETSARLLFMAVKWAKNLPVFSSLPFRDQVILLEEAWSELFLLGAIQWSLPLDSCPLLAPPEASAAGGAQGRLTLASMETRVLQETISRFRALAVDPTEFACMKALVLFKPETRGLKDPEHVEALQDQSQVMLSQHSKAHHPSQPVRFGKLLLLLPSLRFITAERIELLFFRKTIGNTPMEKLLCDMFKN
#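 System: GST-tagged NR2E3 plus biotinylated RetCOR corepressor; Buffer or medium: pH 7.5 Tris-based buffer; Probe or stimulus: RetCOR corepressor, biotinylated, 7 nM; Doses: compound at 4.8 µM, single dose; Schedule: 5 h incubation at 4 °C; Technique: time-resolved FRET; Evaluation: percent inhibition of TR-FRET ratio; Replication: one well per compound, singlicate testing.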
# Peg3 prom inh = inhibitors of Peg3 promoter; HeLa PEG-Prom luciferase reporter, luminescence, overnight; inhibition, % at 20 µM; 360,000 compounds, 1.7% hits;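 active means inhibition of at least 50% at 20 µM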
# HIF-2a inh = HIF-2a inhibition; 786-0 RCC cells HIF-2a reporter, luciferase luminescence, overnight; inhibition, % at 18.8 µM; 360,000 compounds, 0.72% hits;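 active means inhibition of the luminescence signal of 40% or more relative to plate controls, in a single-dose primary screen at 18.75 µM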
# HTR2A ag = mouse HTR2A agonism via beta-arrestin recruitment | CHO-K1 mHTR2A beta-arrestin complementation, luminescence; percent of 30 µM serotonin response | 360,000 compounds, 0.66% hits | activation, % at 7.6 µM | AID 624169 | P35363;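 active means activation above a run cutoff, the mean activation of all tested compounds plus 3 SD, cut at about 14% in these data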;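 further: 0% = plate median of compound wells and 100% = 30 µM serotonin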
# hiPSC survival = hiPSC single-cell survival enhancement; 360,000 compounds, 0.044% hits; survival enhancement, % at 20 µM; AID 602274; ATPlite luminescence; 100% = ROCK inhibitor wells, 0% = DMSO; in the data active means survival enhancement above about 18%;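 further: cells exposed to compounds for 16 hours before the ATP read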
# TRPM1 prom inh = MITF TRPM1 promoter inhibition in SK-MEL-5 cells | SK-MEL-5 TRPM1 promoter luciferase, 24 h | inhibition, % at 12.5 µM | 330,000 compounds, 0.83% hits | AID 488899;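 active means mean inhibition across replicates of 60% or more, whatever share of single replicates reaches that level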; further: values of inactives mirror those of a sister screen read the other way
# Shn3 3UTR inh = inhibitors of Schnurri-3 3'UTR reporter in osteoblasts. Clone20 osteoblast Shn3 3'UTR firefly luciferase, 24 h. inhibition, % at 12.5 µM. 360,000 compounds, 0.52% hits;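 active means mean inhibition of at least 75% with every replicate also reaching 75%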;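 further: 0% = median of neutral control wells and 100% = pilot-screen positive control compound; some compounds past the cut are filed as inactive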
# NR2E3 ag-2 = activates human NR2E3 receptor; inhibition of corepressor binding, % at 3.98 µM; AID 602229; CHO-S Gal4-NCOR/VP16-NR2E3 two-hybrid, luciferase; 360,000 compounds, 0.35% hits;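 active means inhibition above the mean of all tested compounds plus 3 SD, cut at about 70% in these data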;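 further: 0% = DMSO with NR2E3 transfected cells and 100% = cells lacking NR2E3 construct; higher means lower luciferase signal from less NR2E3 corepressor binding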
# PDI inh = blocks human protein disulfide isomerase activity; PDI insulin aggregation turbidity, A650, 90 min; inhibition, % at 10 µM; P07237; AID 588391; 350,000 compounds, 0.052% hits;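 active means mean inhibition across replicates of 30% or more, whatever share of single replicates reach that level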;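 further: absorbance from insulin aggregation driven by PDI reduction with DTT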
# Target sequence (P07237 whole entry, looked up): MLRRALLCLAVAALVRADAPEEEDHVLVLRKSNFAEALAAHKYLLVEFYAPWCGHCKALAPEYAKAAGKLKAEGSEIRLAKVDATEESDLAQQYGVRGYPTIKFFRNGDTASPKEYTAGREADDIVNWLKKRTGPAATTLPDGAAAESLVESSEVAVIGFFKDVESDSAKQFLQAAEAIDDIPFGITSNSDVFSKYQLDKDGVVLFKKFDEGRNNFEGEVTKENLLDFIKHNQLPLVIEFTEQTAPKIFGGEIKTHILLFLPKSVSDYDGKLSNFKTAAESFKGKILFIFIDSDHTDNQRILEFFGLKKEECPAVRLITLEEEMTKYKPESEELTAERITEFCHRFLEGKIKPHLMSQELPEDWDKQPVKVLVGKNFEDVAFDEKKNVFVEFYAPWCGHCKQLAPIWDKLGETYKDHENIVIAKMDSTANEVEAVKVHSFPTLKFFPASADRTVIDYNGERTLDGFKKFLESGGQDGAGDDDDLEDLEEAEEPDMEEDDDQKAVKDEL
# H9c2 protect = modulators protecting cardiomyocytes from myocardial damage. H9c2 cardiomyocytes, H2O2 injury protection, ATPLite, 2 h. protection from H2O2 cell death, % at 20 µM. 360,000 compounds, 0.63% hits. AID 588492;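 active means compounds giving at least 50% protection of heart cells from peroxide-induced death in the single-dose screen, raw or plate-pattern-corrected value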;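 further: 0% = DMSO wells with peroxide and 100% = DMSO wells without peroxide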
# CaV13 ICDI inh = Disruptors of the CACNA1D IQ motif to Ca2+-dependent inactivation inhibitor domain association, primary screening, Förster resonance energy transfer in intact living … | HEK cells, CFP/YFP FRET ICDI-IQ, plate reader, 10 min; percent FRET-ratio fall versus neutral wells | inhibition, % at 12.3 µM | 340,000 compounds, 0.098% hits;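 active means mean replicate inhibition of at least 30% and at least 1% of replicates passing that level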;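 further: 0% = median of the neutral control wells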
# An asterisk follows results filed as active; i = inactive; x = not tested or not shown.
SMILES,NR2E3 ag-1,Peg3 prom inh,HIF-2a inh,HTR2A ag,hiPSC survival,TRPM1 prom inh,Shn3 3UTR inh,NR2E3 ag-2,PDI inh,H9c2 protect,CaV13 ICDI inh
COc1cc(OC)cc(C(=O)Nc2ccc(S(=O)(=O)Nc3cnc4ccccc4n3)cc2)c1,-0.1,-5.8,8.2,-1.5,-0.5,x,-5.4,-22.7,1.1,-1.1,-21.0
COCC(=O)N(Cc1cc2ccccc2[nH]c1=O)c1ccccc1OC,0.8,5.8,14.2,-3.3,2.3,3.9,1.8,14.4,-2.3,3.6,x
COc1ccc(C(=O)c2oc3ccc(OC)cc3c2N)cc1,2.8,i,-337.8,-4.9,1.7,-86.4,-69.6,-112.4,x,-4.2,-5.2
O=C(c1ccccc1F)N1N=C(C(F)(F)F)CC1(O)c1ccccc1 (stereo unspecified),x,8.1,-3.3,0.1,7.7,x,0.0,0.6,9.8,-3.3,-12.4
CCOC(=O)c1c(C)[nH]c(C)c1S(=O)(=O)N(C)CC(=O)Nc1cccc(C)n1,3.4,9.1,7.6,-4.1,-0.4,12.6,-13.7,2.9,3.6,3.0,-2.3
CCc1ccc(NC(=O)C(=O)NNC(=O)COc2cccc(OC)c2)cc1,0.5,2.1,3.1,-2.7,2.1,-10.4,-28.2,-1.8,-5.0,17.5,-2.6
COc1ccc(CN(CCCN2CCOCC2)C(=O)Nc2ccccc2)cc1OC,2.0,-28.9,-44.6,-1.8,-1.9,-12.1,9.5,-18.4,0.2,17.7,-6.7
COc1ccc(NCC(=O)Nc2cccc(S(=O)(=O)N3CCCC3)c2)cc1Cl,x,-2.4,-14.1,9.6,0.5,-3.0,19.2,-13.4,5.1,-9.9,-4.9
O=C(COC(=O)c1ccc(S(=O)(=O)NCc2ccco2)cc1)c1ccccc1,3.7,16.6,17.7,-8.1,1.5,-7.7,7.2,-14.8,1.0,-3.8,-3.0
N/C(=N\OC(=O)c1cccc(Br)c1)c1ccncc1,4.0,-140.0,-193.5,-0.8,2.5,-21.9,-54.3,-84.1,-6.1,-4.1,-3.3
COc1cc(C2c3c(oc4cc(C)c(C)cc4c3=O)C(=O)N2c2cc(C)ccn2)ccc1O (stereo unspecified),4.7,17.2,15.8,-2.1,1.5,-1.2,-19.8,0.4,-6.4,-4.9,x
CSc1nsc(SCC(=O)NCc2ccc(C)cc2)n1,x,6.8,3.9,6.4,-0.5,16.3,-3.3,-26.5,-3.6,-4.6,-4.6
C/C(N)=C(/C#N)C(=O)CSc1nc2cc(Cl)ccc2s1,4.2,-114.8,-159.7,-2.8,-0.4,-10.7,8.6,-29.5,5.1,-11.6,-7.3
Cc1ccc(CN2CC(C(=O)N3CCN(S(=O)(=O)c4c(F)cccc4F)CC3)CC2=O)cc1 (stereo unspecified),0.8,4.0,16.5,-9.3,-0.2,-3.6,7.9,24.9,-3.4,-2.0,-5.9
Nc1cc(=O)[nH]c(=O)n1-c1cccc(F)c1,-2.0,-4.8,4.4,-2.4,-0.2,-9.8,-3.0,-19.3,5.7,5.8,-9.5
COC(=O)c1ccccc1NC(=O)C(CCS(C)(=O)=O)NC(C)=O (stereo unspecified),4.9,11.1,11.7,3.4,-3.1,5.5,-5.3,-21.9,8.7,14.4,0.0
COc1ccc(CNCC2COc3ccccc3O2)cc1 (stereo unspecified),-0.5,-71.9,-73.6,-0.9,-0.7,-21.5,-3.9,-16.4,7.2,-4.2,-3.8
COCc1cc(=O)[nH]c(/N=C(\N)Nc2c(F)cccc2F)n1,2.5,0.3,3.4,4.8,-0.3,x,-11.3,-4.5,-32.9,2.8,-3.0
Cc1ccc(C)c(S(=O)(=O)N2CCN(C(=O)CN3C(=O)C4CC=CCC4C3=O)CC2)c1 (stereo unspecified),x,6.9,5.9,0.4,0.7,0.6,-8.5,-14.4,6.9,3.3,-6.0
CC(NC(=O)c1ccc(N2CCCC2)c([N+](=O)[O-])c1)c1ccc(S(N)(=O)=O)cc1 (stereo unspecified),1.5,12.5,-9.9,-8.7,-0.1,1.2,-3.1,-15.5,-9.7,-2.6,-2.7
COc1ccc(CNC(=O)c2c(O)c3cccc4c3n(c2=O)CCC4)cc1OC,1.3,11.4,14.6,1.9,1.3,4.5,11.4,-12.5,-12.7,4.9,x
COc1cc(OC)cc(C(=O)OCc2cc3ccccc3[nH]c2=O)c1,-0.1,18.9,6.8,2.8,-1.3,3.7,11.4,8.3,-0.9,-13.8,-4.7
Cc1ccc(C2CC(c3ccco3)n3nc(N)nc3N2)cc1 (stereo unspecified),-2.8,-7.7,-16.5,-0.7,-1.6,-0.4,-10.2,-5.4,x,1.2,3.5
COC(=O)CCCCCN1C(=O)/C(=C\c2ccncc2)SC1=S,-1.7,-1.3,11.6,2.0,0.1,3.6,-10.0,14.7,0.6,-12.3,-4.8
O=C(NCCc1ccccc1)c1ccc([N+](=O)[O-])cc1,1.5,-74.6,-122.0,-2.5,-2.1,-12.7,-36.8,-100.8,-0.3,-9.0,-4.6
O=C(/C=C/c1ccccc1Cl)N1CCN(c2ncccn2)CC1,0.0,-23.1,-46.8,1.1,-0.4,-11.1,3.7,-48.6,-1.8,0.9,-2.3
O=C(c1ccc(Cn2cc(Br)cn2)o1)N1N=C(C(F)F)CC1(O)C(F)F (stereo unspecified),0.7,-3.1,14.4,-0.4,0.6,10.8,13.9,-8.1,3.7,-3.1,-8.6
NC(=S)N1OC[C@@H]2COc3ccc4ccccc4c3[C@@H]21,2.1,-64.2,11.5,-3.1,0.6,12.0,36.2,33.8,1.2,-0.2,-5.9
Cc1c(-c2cccs2)[n+](=O)c2c(n1[O-])CCCC2,-2.5,15.1,6.4,-0.7,0.5,10.6,-6.4,1.7,-1.1,-3.2,-8.2
CCOc1ccc(S(=O)(=O)N2CCC(C(=O)NC3CCCCC3)CC2)cc1,-2.1,1.4,-0.9,9.1,0.3,-1.9,-7.7,-12.2,2.8,-2.4,-2.7
Cc1sc2nc(C(C)C)nc(SCC(=O)NC3CC3)c2c1C,4.2,14.2,15.6,1.8,0.7,15.9,19.4,-9.8,-7.6,-5.0,-2.1
Cc1onc(C(=O)NN)c1C(=O)N1CCN(C(c2ccccc2)c2ccccc2)CC1,2.0,13.3,19.8,-7.1,-1.4,2.5,2.2,-31.1,0.7,2.6,-5.3
CCOC(=O)c1c(-c2cccs2)csc1NC(=O)CCCC(=O)O,4.6,-0.2,8.7,6.6,0.8,4.1,-10.7,-5.5,-2.8,3.2,-7.9
CCC(=O)OCC(=O)Nc1ncc(C(F)(F)F)cc1Cl,-1.2,2.9,-7.9,-3.8,0.2,0.5,5.8,-17.8,0.1,0.1,0.7
CC(N=c1ccccn1C(=O)Nc1cccc(C(F)(F)F)c1)c1ccco1 (stereo unspecified),3.5,-3.5,-7.3,-0.9,-1.4,0.5,12.0,-15.5,-0.6,-8.9,-5.0
CN(C(=O)Cn1cc(C(F)(F)F)cc(Cl)c1=O)C1CCS(=O)(=O)C1 (stereo unspecified),-0.9,6.8,5.4,-0.1,-0.4,0.2,-14.3,-4.0,4.6,-0.1,-6.5
CC(C)(C)c1ccc(OCC(O)CSc2ncn[nH]2)cc1 (stereo unspecified),1.4,-119.6,-25.4,-1.8,-0.4,14.7,-9.1,-108.7,-5.5,-5.0,-7.5
COCCSc1ccccc1C(=O)Nc1nncs1,2.8,1.3,6.3,-3.3,0.3,-10.2,-4.1,-18.8,-2.0,5.5,-5.1
CS(=O)(=O)c1ccc(Cl)c(NC(=O)CCc2ccccc2)c1,4.8,4.9,10.7,1.5,-0.3,-11.4,17.1,-15.3,3.9,-0.9,-1.2
COc1ccc(C(C(=O)NCCC(C)C)N(CCN2CCOCC2)C(=O)Cn2nnc3ccccc32)c(OC)c1 (stereo unspecified),4.9,5.0,9.0,-1.4,-0.9,6.1,-22.4,-9.8,1.8,2.0,-4.1
Cc1cc(C)n(-c2nc3ccccc3nc2N2CCOCC2)n1,5.0,14.3,1.9,3.6,-0.3,2.7,-7.5,-0.8,-8.2,-9.7,-5.2
CC(C)(CO)NCc1cccc(OCc2ccc(Cl)cc2)c1,-1.8,-30.1,-62.2,0.0,-1.3,-11.3,-2.6,7.4,-1.4,18.6,-13.9
Cc1cc(C)cc(OC(=O)CN2C(=O)c3ccccc3C2=O)c1,0.1,16.2,16.2,0.3,-0.2,-7.1,1.8,8.5,0.2,1.0,-19.1
Nc1ncn(C(=O)c2ccco2)n1,1.7,7.0,6.1,0.9,-0.1,9.2,1.8,-8.1,-10.4,10.4,x
